PglD DTNB: C. jejuni PglD acetyltransferase inhibitors, primary screen, biochemical, DTNB colorimetric, single point | 360,000 compounds, 0.098% hits | purified PglD enzyme, DTNB colorimetric CoA detection | inhibition, % at 12.5 µM | UDP-N-acetylbacillosamine N-acetyltransferase PglD (Campylobacter jejuni) | AID 602405, 2012; in the data active means inhibition above about 16%, passing the limit was not always enough; further: strong numbers were not always called active
Starred values were filed as active, the others as inactive. A portion of the library; the hit share may differ from the screen's.

SMILES | PglD DTNB
CC(=O)Oc1ccc(N(C(C)=O)S(=O)(=O)c2cc([N+](=O)[O-])ccc2C)cc1 | 1.3
COCCNC(=S)N/N=C(\C)c1ccc(-n2ccnc2)cc1 | -1.8
CCOC(=O)c1ccc(S(=O)(=O)n2c(CN3CCCCC3)nc3ccccc32)cc1 | -0.1
O=[N+]([O-])c1cnccc1Nc1ccc(F)cc1 | 3.5
Cc1ccc(-c2cc(-c3ccc(Cl)cc3)c(C#N)c(N)n2)o1 | -1.0
O=C(Nc1ccccc1C(F)(F)F)N1CCN(C(c2ccccc2)c2ccccc2)CC1 | 6.1
Cc1cc(NC(=O)CSc2nnc(-c3ccccc3)n2Cc2ccco2)no1 | 4.3
O=C(NCc1cc(C(F)(F)F)cc(C(F)(F)F)c1)C12CN(Cc3ccccc3)CC1C(c1cccc([N+](=O)[O-])c1)=NO2 (stereo unspecified) | -1.0
Cn1cc([N+](=O)[O-])c(C(=O)N/N=C/c2ccc([N+](=O)[O-])cc2)n1 | 0.4
Cc1nn(-c2ccccc2)c(C)c1C1C(C#N)=C(N)Oc2n[nH]c(C)c21 (stereo unspecified) | 5.7
CCOc1ccccc1N(C(=O)CNC(=O)c1ccco1)C(C(=O)NC1CCCC1)c1cccnc1 (stereo unspecified) | 1.2
Cn1c(-c2ccc(F)cc2)cnc1NCc1cccc(F)c1 | 5.1
c1ccc(COc2ccc(OCCCCN3CCCC3)cc2)cc1 | 3.4
CSCCC(NC(=O)COc1ccccc1)C(=O)OCC(=O)c1cc2ccccc2o1 (stereo unspecified) | -0.3
CC(=O)N(Cc1cccnc1)Cc1cc2ccc(C)cc2[nH]c1=O | -2.0
CC(=O)Nc1cc2c(cc1Br)OCCO2 | 5.8
CCCCOC(=O)n1c(=O)oc2ccccc21 | -1.9
Cc1ccc(NC2=NCC(=O)N2C2CCCC2)c(C)c1 | -1.9
COc1ccc(OC)c(S(=O)(=O)N2CCC(C(=O)NCCC3=CCCCC3)CC2)c1 | -0.6
O=C(Cn1[nH]c(=O)c2ccccc2c1=O)Nc1ccc2c(c1)CCC2 | 1.5
CC(C)NC(=O)NC(=O)COc1c(F)c(F)cc(F)c1F | 1.9
Cc1cccc(OCCNc2cc(N3CCN(C)CC3)ccc2[N+](=O)[O-])c1 | -14.0
Cc1ccc(NC2=CC(=O)CC(c3ccco3)C2)c(N)c1 (stereo unspecified) | -7.0
CCOc1ccccc1-c1nc(-c2ccc(C)nc2OC)no1 | -0.7
CCN(c1ccc(NC(=O)COC(=O)c2cccs2)cc1)C(C)C | 1.3

Continued; the last 5 above are carried over.
SMILES | PglD DTNB
CC(C)NC(=O)NC(=O)COc1c(F)c(F)cc(F)c1F | 1.9
Cc1cccc(OCCNc2cc(N3CCN(C)CC3)ccc2[N+](=O)[O-])c1 | -14.0
Cc1ccc(NC2=CC(=O)CC(c3ccco3)C2)c(N)c1 (stereo unspecified) | -7.0
CCOc1ccccc1-c1nc(-c2ccc(C)nc2OC)no1 | -0.7
CCN(c1ccc(NC(=O)COC(=O)c2cccs2)cc1)C(C)C | 1.3
O=C(NC(Nc1nc2ccc([N+](=O)[O-])cc2s1)(C(F)(F)F)C(F)(F)F)c1ccccc1 | -1.5
O=C(c1ccccc1)N(Cc1ccccc1)c1ccccn1 | 7.6
O=C(Nc1ccc(Oc2ccc(S(=O)(=O)N3CCOCC3)cn2)cc1)c1ccco1 | 2.9
CC(=O)c1cccc(NC(=S)NC(=O)c2ccc(Br)cc2)c1 | 2.0
O=C(N/N=C\c1c(O)ccc2ccccc12)c1ccc(Cn2cccn2)o1 | 1.3
CC(=O)Nc1cccc(S(=O)(=O)N2CCCCCC2)c1 | 4.2
O=C(C(NS(=O)(=O)c1cccc2nsnc12)c1ccccc1)N1CCN(c2ccccn2)CC1 (stereo unspecified) | 5.7
CCSc1nnc(NC(=O)CSc2nnc(CNC(=O)c3ccccc3F)o2)s1 | 0.4
CCCCNC(=O)CCCn1c(=O)c2ccccc2n(CC(=O)NCCC2=CCCCC2)c1=O | 2.6
CCOc1ccc(-n2c(O)c(/C=N/NC(=O)C3COc4ccccc4O3)c3ccccc3c2=O)cc1 (stereo unspecified) | -14.0
Cc1nn(-c2ccccc2)c(Cl)c1/C=C/C(=O)c1ccccc1 | -1.4
Cc1cc(C)nc(NC(=O)c2c(-c3c(Cl)cccc3Cl)noc2C)n1 | 3.0
Cc1cc(NC(=O)CCC(=O)N(Cc2cccs2)C(C(=O)NC2CCCC2)c2ccccc2)no1 (stereo unspecified) | 2.2
CCOc1ccc(-n2c(N)c(C(=O)NCC3CCCO3)sc2=S)cc1 (stereo unspecified) | -1.5
CCCC1=C(C(=O)OCC)C(c2ccc(F)cc2)n2ncnc2N1 (stereo unspecified) | -3.4
CC(C)Cn1c(/C=C/c2ccccc2)nc2ccccc21 | 2.9
Cc1cc(C)c(C(=O)CC2(O)C(=O)Nc3ccccc32)cc1C (stereo unspecified) | -0.5
CN(CC(=O)N1CCc2ccccc21)S(=O)(=O)c1cccs1 | 1.5
O=C(Nc1cccc2ncccc12)c1ccc2c(c1)OCCO2 | 8.6
COc1ccccc1C(=O)N1CCNC(=O)C1CC(=O)Nc1ccc(Cl)cc1 (stereo unspecified) | -4.7
O=S(=O)(c1ccc(Oc2ccc(Br)cc2)cc1)N1CCOCC1 | 3.4
COc1ccc(N/C(N)=N/c2nc(CSc3ccc(C)cc3)cc(=O)[nH]2)cc1 | 2.5
Nc1cc(OC(=O)c2cccs2)nn1S(=O)(=O)c1ccccc1 | 2.6
CCCCC(=O)NCCc1ccc(OC)cc1 | 1.5
COc1ccc(NC(=O)CSc2nc(C)cc(C(F)(F)F)n2)cc1 | -2.5

Molecules from the list above that have a furan ring, fused or not (7):
SMILES | PglD DTNB
Cc1ccc(-c2cc(-c3ccc(Cl)cc3)c(C#N)c(N)n2)o1 | -1.0
Cc1cc(NC(=O)CSc2nnc(-c3ccccc3)n2Cc2ccco2)no1 | 4.3
CCOc1ccccc1N(C(=O)CNC(=O)c1ccco1)C(C(=O)NC1CCCC1)c1cccnc1 (stereo unspecified) | 1.2
CSCCC(NC(=O)COc1ccccc1)C(=O)OCC(=O)c1cc2ccccc2o1 (stereo unspecified) | -0.3
Cc1ccc(NC2=CC(=O)CC(c3ccco3)C2)c(N)c1 (stereo unspecified) | -7.0
O=C(Nc1ccc(Oc2ccc(S(=O)(=O)N3CCOCC3)cn2)cc1)c1ccco1 | 2.9
O=C(N/N=C\c1c(O)ccc2ccccc12)c1ccc(Cn2cccn2)o1 | 1.3

Other structures.
SMILES | PglD DTNB
COc1ccc(C2SCC(=O)N2c2c(C)n(C)n(-c3ccccc3)c2=O)cc1OC (stereo unspecified) | 5.6
CC(C)Sc1cc(N2CCOCC2)nc(-c2ccc(Cl)cc2)n1 | -0.1
CCOC(=O)C(C)n1cnc2c(nnn2-c2ccc(OC)cc2)c1=O (stereo unspecified) | -6.2
CCn1c(SCC(=O)NCC2CCCO2)nnc1-c1c[nH]c2ccccc12 (stereo unspecified) | 3.6
CNC(=O)c1cc2c(=O)n3cc(C)ccc3nc2n(C(C)C)c1=N | -1.4
COc1ccc2c(c1)c1nc3ccccc3nc1n2Cc1ccc(OC(C)C)c(OC)c1 | 1.8
CCOc1ccc(NC(=O)/C(C#N)=C/c2ccc(N3CCCC3)c(C)c2)cc1 | 5.3
Cc1cc(=O)oc2cc(OCC(=O)OCc3nnc(-c4ccccc4)o3)ccc12 | -1.3
COc1ccc(CN(C(=O)c2ccco2)c2ccc(C)cc2)cc1OC | 1.0
CCC1CCC2(CC1)NC(=O)N(CC(=O)Nc1cc(C)on1)C2=O (stereo unspecified) | -4.2
O=C(Nc1cccc(Cl)c1)OCc1ccccn1 | 0.7
Cc1[nH][nH]c(=O)c1C(c1c(C)[nH][nH]c1=O)c1cn(Cc2ccc(F)cc2)c2ccccc12 | -2.0
CCCCn1c(SCC(=O)N(CC)C2CCS(=O)(=O)C2)nnc1C(CC)N(C)C (stereo unspecified) | -1.1
c1csc(-c2csc(-c3cccs3)n2)c1 | 0.0
COCCN1C(=O)c2ccccc2C(C(=O)NCc2ccco2)C1c1c[nH]c2ccccc12 (stereo unspecified) | 1.7
C=CCNc1nc(NCc2ccco2)nc(OCC)n1 | 5.3
O=c1cc(NS(=O)(=O)c2ccccc2)nc(SCc2ccc(Cl)cc2)[nH]1 | 2.6
O=C(CCC(=O)N/N=C/c1ccccc1O)NCc1ccccc1 | 2.8
CC1(CCc2ccccc2)NC(=O)N(Cc2nnc(-c3ccccc3Br)o2)C1=O (stereo unspecified) | 6.0
COCCOC(=O)C1=C(C)N=C2SCCC(=O)N2C1c1cccc(Br)c1 (stereo unspecified) | -5.5
Cc1cc(C)n2c(-c3ccccc3Cl)nnc2n1 | 6.3
S=C(Nc1ccc(Cl)cc1)c1sc(N2CCCCC2)nc1N1CCOCC1 | -0.4
C=CCNC(=S)NNC(=O)c1csc(C)c1C | 6.6
Cc1cc(C)c(NC(=O)OCCN2CCOCC2)c(C)c1 | -6.0
C=CCOC(=O)C1=C(C)NC(SCC(=O)Nc2ccccc2)=C(C#N)C1c1ccco1 (stereo unspecified) | -2.2
Carrying on.
SMILES | PglD DTNB
O=c1oc2cc(Br)ccc2n1CSC1=NCCS1 | 0.3
O=C(NC(=S)NC1CC1)c1cccnc1 | 6.4
CCCc1cc(=O)oc2c(C)c(OCC(=O)c3ccc(N4CCCC4)cc3)ccc12 | -1.1
O=C(Cc1ccccc1)n1nc(-c2ccco2)nc1SCc1ccccc1 | 1.8
CCOC(=O)C1=C(CSc2nncn2C)NC(=O)NC1c1cc(OCC)ccc1OCC (stereo unspecified) | 2.7
CCCCc1nc2ccccc2c(C(=O)O)c1C | 3.8
CC1CCc2nc(NC(=O)Cc3cccs3)sc2C1 (stereo unspecified) | -1.8
COc1ccc(NC(=O)c2c(SC)nsc2SC)cc1 | 1.5
CCOC(=O)CCn1nc(-c2ccccc2)cc1N | 4.7
O=C(Cc1ccccc1)Nc1ccccc1N1CCCC1 | -17.9
N#CC1=C(N)Oc2n[nH]c(-c3cccs3)c2C1c1cccs1 (stereo unspecified) | -5.0
Cn1c(=O)c2c(nc(CN3CCN(C(=O)c4ccco4)CC3)n2Cc2ccccc2)n(C)c1=O | -0.6
C(=N\N1CCN(Cc2ccccc2)CC1)/c1cccnc1 | -1.7
Cc1cc(C)c(C#N)c(SCC(=O)Nc2nnc(-c3ccccc3)s2)n1 | -3.0
Cc1nnc(NCc2ccco2)c2ccccc12 | -6.8
COc1ccc(NC2CC(=O)N(CCc3ccccc3)C2=O)cc1 (stereo unspecified) | 0.8
CCn1nc(C(=O)NNC(=O)COc2ccc(OC)cc2)c2ccccc2c1=O | -1.1
Cc1cc(C(=O)CSC(C)c2nc3ccccc3c(=O)[nH]2)c(C)n1C (stereo unspecified) | -0.9
CCOc1ccccc1-c1nc(-c2ccc(NC(=O)Cc3ccc(OC)cc3)cc2)no1 | 8.4
Cc1ccc([N+](=O)[O-])cc1N(CC(=O)Nc1ccc(S(=O)(=O)Nc2cccc(C(F)(F)F)c2)cc1)S(C)(=O)=O | 1.0
CCOCCn1c(=NC(=O)c2cc3ccccc3oc2=O)sc2cc(S(N)(=O)=O)ccc21 | 1.4
Cc1cccc(N2CCN(C(=O)c3ccccc3NC(=O)C3CC=CCC3C(=O)O)CC2)c1 (stereo unspecified) | 2.1
CCOc1ccc(-n2c(SCC)nc3c(c2=O)SCC3)cc1 | -2.7
CC(C)Cn1c(N)c(C(=O)NCc2cccs2)c2nc3ccccc3nc21 | 0.1
NC(=O)c1ccccc1NC(=O)/C=C/c1c(Cl)cccc1Cl | 9.8
Continued.
SMILES | PglD DTNB
CCOC(=O)/C(=C\c1ccc(Cl)cc1)c1nc2sc(C)c(C)c2c(=O)[nH]1 | 2.7
COC(=O)c1[nH]c2ccc(Br)cc2c1NC(=O)CN1CCCc2ccccc21 | -3.7
CCOC(=O)c1cn2cccnc2n1 | -6.4
Cc1ccc(-c2c3c(=O)n(C)c(=O)n(C)c3cn2-c2ccccc2O)cc1 | -5.8
N=C(N)SCc1nc2ccccn2c1Br | 1.5
Cc1oc(C)c(C(=O)O)c1COc1ccc(C(=O)O)cc1 | -0.3
CCOC(=O)c1nn(-c2c(C)n(C)n(-c3ccccc3)c2=O)cc1O | 3.7
N#Cc1cn(OCc2ccccc2)c(=O)[nH]c1=O | 6.9
CCOC(=O)N1CCC(NC(=O)c2ccc(OC)c(CN3CC(=O)N4CCCC4C3=O)c2)CC1 (stereo unspecified) | 3.7
CN(C(=O)COc1ccccc1C(=O)NCCc1ccccc1)c1ccccc1 | -3.8
O=S(=O)(O)c1nc2ccccc2n1Cc1ccccc1 | 1.7
COc1ccc(C(=O)Nc2ccc(OCC(F)(F)C(F)F)c(C(F)(F)F)c2)cc1OC | 0.1
c1ccc(CCn2nnnc2C(c2cccs2)N2CCN(Cc3ccc4c(c3)OCO4)CC2)cc1 (stereo unspecified) | 3.9
CC(C)c1ccc2oc(=O)cc(CN3CCN(c4ccc(F)cc4)CC3)c2c1 | -4.7
Cc1ccccc1NC(=S)NC(=O)c1cncc(Br)c1 | -3.3
CCOc1ncccc1C(=O)Nc1ccccc1C(=O)NCc1ccc2c(c1)OCO2 | 2.7
O=C(Nc1cccc(C(F)(F)F)c1)c1ccc2nc(-c3ccco3)c(-c3ccco3)nc2c1 | -1.8
O=C(Nc1ccc2c(c1)CCC2)c1cccc(S(=O)(=O)Nc2ccccc2Cl)c1 | -6.2
CC(C)c1nc(SCC(=O)NCc2ccccc2)n[nH]1 | 0.2
COc1cc(C(=O)OCC(=O)Nc2ccc(F)cc2F)cc(OC)c1OC | 0.0
c1ccc(-c2nnc(CSc3nc4ccccc4[nH]3)o2)cc1 | -1.9
Cc1ccc(OCCCCN2CCCCC2)c(Br)c1 | -1.7
COc1ccc(CC(=O)NNc2ncnc3c2cnn3-c2ccc(C)cc2)cc1 | 2.5
CCOC(=O)c1cnc2c(Cl)c(Cl)ccc2c1N1CCN(C)CC1 | 2.6
COc1ccc(S(=O)(=O)N(CCCN2CCCC2=O)Cc2cc3cc(C)c(C)cc3[nH]c2=O)cc1 | 6.8
CCc1ccc(N2C(=O)CC(NNc3nc4ccccc4s3)C2=O)cc1 (stereo unspecified) | -3.6

High-throughput results deposited in PubChem by Broad Institute.
